# TNAP inh hiacc = human TNAP enzyme inhibitors, primary screen, biochemical, luminescent, high phosphate acceptor level, uHTS | Alkaline phosphatase, tissue-nonspecific isozyme (Homo sapiens), P05186 | purified TNAP, CDP-star luminescence, 1 M DEA | inhibition, % at 20 µM | actives 0.03% (n = 200,000) | AID 1135, 2008;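 active = over 50% inhibition of tissue-nonspecific alkaline phosphatase at 20 µM in the single-dose screen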;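 note: plate controls were DMSO wells for no effect and EDTA-quenched wells as full inhibition for full effect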
# Target sequence (P05186 whole entry, looked up): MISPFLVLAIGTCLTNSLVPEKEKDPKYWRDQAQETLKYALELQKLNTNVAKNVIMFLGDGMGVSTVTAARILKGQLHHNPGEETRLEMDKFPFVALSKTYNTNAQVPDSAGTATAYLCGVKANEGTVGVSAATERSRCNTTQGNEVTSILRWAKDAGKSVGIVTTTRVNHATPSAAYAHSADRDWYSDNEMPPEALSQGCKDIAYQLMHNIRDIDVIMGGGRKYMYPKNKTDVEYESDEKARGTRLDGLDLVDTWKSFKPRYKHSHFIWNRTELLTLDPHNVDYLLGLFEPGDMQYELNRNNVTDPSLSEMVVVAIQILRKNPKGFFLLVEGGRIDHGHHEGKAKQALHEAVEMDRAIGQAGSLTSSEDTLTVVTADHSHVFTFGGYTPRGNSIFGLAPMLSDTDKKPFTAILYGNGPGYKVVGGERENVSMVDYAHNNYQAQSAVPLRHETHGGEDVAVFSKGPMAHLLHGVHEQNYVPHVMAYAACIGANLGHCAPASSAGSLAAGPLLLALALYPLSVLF
# PMI activator = activators of human PMI, primary screen, biochemical, fluorescence intensity, near-Km mannose 6-phosphate. Mannose-6-phosphate isomerase (Homo sapiens), P34949. purified human PMI, coupled resazurin fluorescence, 20 min; stronger effect = higher value; 1 = vehicle control, 0 substrate-free wells. activation factor at 20 µM. actives 0.005% (n = 190,000). AID 1214, 2008;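 active = activation factor of 2 or more at 20 µM, relative to plate controls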
# Target sequence (P34949 whole entry, looked up): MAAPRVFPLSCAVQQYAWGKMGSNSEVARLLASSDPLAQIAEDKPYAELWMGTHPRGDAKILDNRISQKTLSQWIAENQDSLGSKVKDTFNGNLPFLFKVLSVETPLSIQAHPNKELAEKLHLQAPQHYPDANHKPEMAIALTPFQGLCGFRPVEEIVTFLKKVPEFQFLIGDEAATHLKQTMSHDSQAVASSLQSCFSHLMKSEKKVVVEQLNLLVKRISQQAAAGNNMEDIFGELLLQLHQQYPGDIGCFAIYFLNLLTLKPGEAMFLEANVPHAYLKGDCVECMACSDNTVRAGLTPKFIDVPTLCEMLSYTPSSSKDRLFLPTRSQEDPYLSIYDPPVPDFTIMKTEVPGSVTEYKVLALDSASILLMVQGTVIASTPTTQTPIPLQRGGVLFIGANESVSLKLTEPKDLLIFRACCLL
# PMI act hi M6P = human PMI activators, high substrate, primary screen, biochemical, fluorescence intensity, near-saturating mannose 6-phosphate. activation factor at 20 µM. coupled PMI enzyme assay, resazurin fluorescence, 20 min; stronger effect = higher value; 1 = untreated enzyme, 0 = substrate-free blank. actives 0.34% (n = 190,000);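 active = activation factor of 2 or more at 20 µM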
#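 Material: human phosphomannose isomerase with PGI, G6PDH, diaphorase coupling enzymes / Reagent: Man-6-P substrate 1.0 mM / Dosing: single compound dose of 20 µM, 1% DMSO final / Incubation: enzyme reaction with compound 20 min at room temperature / Signal: resorufin fluorescence (Ex 544/Em 590 nm) from resazurin via diaphorase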
# Diaph inh CS = diaphorase inhibitors and chemical oxidizers, primary screen, counter-screen for diaphorase-coupled primary assays, biochemical, uHTS, resorufin fluorescence; inhibition, % at 20 µM; actives 0.69% (n = 190,000); AID 1217, 2008; diaphorase resazurin-to-resorufin fluorescence, NADH, 16 min; bacterial (C. kluyveri) enzyme, not human;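 active = primary screen inhibition at 20 µM above a set limit, cut at about 50% in these data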;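 note: plate controls were DMSO with full reaction for no effect and wells lacking NADH for full effect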
#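 material = Clostridium kluyveri diaphorase enzyme | amount = 0.14 U/mL diaphorase, enzyme working solution | schedule = incubation 16 min, room temperature | detection = fluorescence of resorufin formed from resazurin, Ex 544/Em 590 nm | benchmarks = positive control minus NADH, DMSO neutral control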
# TNAP inh noacc = human TNAP enzyme inhibitors, primary screen, biochemical, luminescent, no phosphate acceptor, uHTS; purified TNAP, CDP-star luminescence, 30 min; actives 0.26% (n = 200,000); inhibition, % at 20 µM;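 active = tissue-nonspecific alkaline phosphatase inhibition above about 50% at 20 µM in the single-dose screen, limit read from the data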;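 note: 0% = DMSO negative control and 100% = EDTA positive control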
# TNAP act hiacc = TNAP activators at high phosphate acceptor level, primary screen, biochemical, luminescence, uHTS; 200,000 tested, under 10 active; activation factor at 20 µM; purified TNAP, CDP-star luminescence, 1 M DEA, 30 min; stronger effect = higher value; 0 = EDTA background, 1 = DMSO-only activity; Alkaline phosphatase, tissue-nonspecific isozyme (Homo sapiens), P05186;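 active = activation factor at least 2 at 20 µM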
#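 Dosing: 20 µM single point. System: human TNAP. Amount: TNAP 1/800 final. Incubation: 30 min, room temperature. Read-out: TNAP activation factor scaled between EDTA and DMSO control wells. Signal: luminescence from CDP-star hydrolysis. Medium: 1 M DEA, pH 9.8, Mg2+, Zn2+. Control set: EDTA negative control, DMSO positive control.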
# bIAP activator = bovine intestinal alkaline phosphatase activators, primary screen, biochemical, bovine IAP, CDP-star luminescence; purified bovine IAP, 30 min; stronger effect = higher value; fold of DMSO-control signal, blank-subtracted; actives 0.17% (n = 200,000); activation factor at 20 µM;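 active = activation factor of 2 or more at 20 µM, a signal rise over negative controls twice the positive control's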
# Diaph act CS = compounds boosting diaphorase resazurin reduction – biochemical, uHTS, resorufin fluorescence, counter-screen for diaphorase-coupled primary assays, primary screen; AID 1229, 2008; activation factor at 20 µM; Diaphorase/resazurin coupled assay, 16 min; stronger effect = higher value; 1 = vehicle wells, 0 = NADH-free wells; actives 0.005% (n = 190,000);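 active = diaphorase activity raised at least twofold by the compound at 20 µM; inactive = activation factor below 2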
#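 test system = bacterial diaphorase enzyme (C. kluyveri) | quantity = enzyme 0.07 U/mL final | reagent = NADH substrate 0.114 mM plus resazurin dye 0.1 mM, final | incubation = 16 min enzyme reaction, ambient temperature | buffer or medium = HEPES pH 7.4 buffer with MgCl2 and Tween 20 | signal = fluorescence of resorufin, 544 nm excitation, 590 nm emission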
# Lmaj promast = Leishmania major promastigote growth inhibition, primary screen; inhibition, % at 10 µM; Leishmania major promastigotes, resazurin fluorescence viability; actives 9% (n = 200,000); AID 1063, 2008; in the data active = inhibition above about 50%;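 note: promastigotes grown with compound for 44 hours at 28 °C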
# bIAP inhibitor = bovine intestinal alkaline phosphatase inhibitors, primary screen, selectivity assay for TNAP inhibitor project, biochemical, bovine IAP, CDP-star luminescence. inhibition, % at 20 µM. purified bovine IAP, 30 min. alkaline phosphatase, intestinal [Bos taurus]. 190,000 tested, under 10 active;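 active = over 50% inhibition of intestinal alkaline phosphatase at 20 µM in the single-dose screen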
#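 Assay system – bovine IAP enzyme · Quantity – bovine IAP at 1/65,000,000 final dilution · Detection – CDP-star luminescence signal · Times – 30 min reaction at room temperature · Also added – CDP-star substrate at 30 µM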
# Active calls of the source: *.
(1) Cc1cc(C)c(NC(=O)CN2C(=O)NC3(CCCCC3)C2=O)c(C)c1
(2) CCCc1cc(=O)oc2c(CN3CCCC3)c(O)c(Cl)cc12
(3) Cn1c(C(=O)Nc2ccc3c(c2)OCO3)cc2c(=O)n(C)c3ccccc3c21
(4) S=c1cnc2ccccc2[nH]1
(5) CC(C)(C)NC(=O)C(=O)NNC(=O)c1cccc(F)c1
(6) COc1ccc(/C=N/NC(N)=S)cc1OC(=O)c1ccccc1
(7) CC(C)CN(CC(C)C)S(=O)(=O)N1CCC(C(=O)NCCc2ccc(Cl)cc2)CC1
(8) CCOC(=O)c1sc2nc(C)nc(Nc3ccc(OC)c(OC)c3)c2c1C
Compound,1,2,3,4,5,6,7,8
TNAP inh hiacc,-9,-4,1,-1,-6,7,-5,-3
PMI activator,1.1,1.1,1,1.5,1.5,0.9,0.9,1.1
PMI act hi M6P,1,0.9,1,2.1*,1.1,1,1,0.9
Diaph inh CS,15,13,8,9,-7,13,10,-5
TNAP inh noacc,-13,-9,-1,-2,-25,-4,-6,-8
TNAP act hiacc,1.1,1,1,1,1.1,0.9,1.1,1
bIAP activator,1.1,1,0.9,0.9,1.2,0.8,0.7,0.9
Diaph act CS,0.8,0.9,0.9,0.9,1.1,0.9,0.9,1
Lmaj promast,-6,-3,-6,7,-2,79*,-4,0
bIAP inhibitor,-5,-5,12,9,-20,24,33,14

(9) Cc1ccc(-c2nc(=S)c3c(n2Cc2ccco2)CCCC3)cc1
(10) C/C(=N\NC(=O)c1cccc(S(=O)(=O)N2CCCC2)c1)c1cccs1
(11) CCCC(=O)c1ccc(N2CCN(S(=O)(=O)c3ccc(C)cc3)CC2)c(F)c1
(12) Cn1cnc([N+](=O)[O-])c1Sc1ncccc1N
(13) Cc1ccc(CNC(=O)CN2CCC(C(N)=O)CC2)cc1
(14) CCN1C(=O)N(C(C)=O)C2C1N(C(C)=O)C(=O)N2C(C)=O (stereo unspecified)
(15) O=S(=O)(c1ccccc1)N1CCN(C(=S)NCCCN2CCOCC2)CC1
(16) COC(=O)c1ccc2c(=O)n3c(nc2c1)SCC(c1ccccc1)=N3
Compound,9,10,11,12,13,14,15,16
TNAP inh hiacc,-4,-4,-3,-4,-6,-5,-3,-1
PMI activator,1,1.1,1,1.1,1,0.9,1,1
PMI act hi M6P,0.9,1.1,0.9,1.2,1,1,0.9,1
Diaph inh CS,28,0,14,-12,-3,9,11,21
TNAP inh noacc,3,-44,-8,-1,-13,-12,-4,-6
TNAP act hiacc,1,1,1,1,1.1,1,1,1
bIAP activator,0.9,1,0.9,0.9,1.1,1.1,1,1
Diaph act CS,0.7,1,0.9,1.1,1,0.9,0.9,0.8
Lmaj promast,31,-3,6,7,12,-6,-3,-6
bIAP inhibitor,13,-2,12,8,-6,-6,-1,-1

(17) COc1ccc(C(C(=O)NC2CCCC2)N(C(=O)c2snc(-c3ccc(F)cc3)c2N)c2ccccc2)cc1 (stereo unspecified)
(18) COCCCNC(=O)C1C2C=CC3(CN(Cc4ccc(C)cc4)C(=O)C13)O2 (stereo unspecified)
(19) O=C(O)CCC(=O)Nc1ccccc1C(=O)Nc1ccccc1
(20) CCOC(=O)c1c(C)[nH]c(C(=O)COC(=O)CNC(=O)C2CCCCC2)c1C
(21) CCCCOC(=O)C1[C@H]2C(=O)N(c3ccccc3CC)C[C@]23C=C[C@H]1O3 (stereo partly specified)
(22) CCOC(=O)CC(C#N)c1c[nH]c2ccccc12 (stereo unspecified)
(23) CC(C)(C)c1ccc(CN(Cc2ccccc2)C(c2ccccn2)c2nnnn2C(C)(C)C)cc1 (stereo unspecified)
(24) CC(Sc1ncnc2ccccc12)C(=O)Nc1ccc2c(c1)OCCO2 (stereo unspecified)
Compound,17,18,19,20,21,22,23,24
TNAP inh hiacc,-3,-5,-7,-5,-3,-5,-1,2
PMI activator,1.1,1,0.8,1,1,1,0.8,1
PMI act hi M6P,1.1,1,0.9,1,1.1,1,0.8,1
Diaph inh CS,-3,5,0,10,2,6,21,2
TNAP inh noacc,7,-13,-8,-3,-10,-16,-1,-18
TNAP act hiacc,1,1,1.1,1,1,1,1,1
bIAP activator,0.9,1,1,0.9,1.1,0.8,1,0.8
Diaph act CS,1,1,1,0.9,1,0.9,0.8,1
Lmaj promast,-3,-5,-7,-2,0,-11,77*,-5
bIAP inhibitor,7,4,-1,13,-7,18,2,18

(25) Cc1noc(NS(=O)(=O)c2ccc(NC(=O)Nc3ccc(Cl)c(Cl)c3)cc2)c1C
(26) O=[N+]([O-])c1ccc2nc(-c3ccccc3[N+](=O)[O-])[nH]c2c1
(27) C=CCc1c(C)nc(C)nc1N/N=C/c1ccc([N+](=O)[O-])cc1
(28) Cc1cc(C(=O)OC(C(=O)Nc2cccc(C(F)(F)F)c2)c2ccccc2)c(C)o1 (stereo unspecified)
(29) CN(C)c1cccc(C(=O)OCc2cc(=O)oc3cc(O)ccc23)c1
(30) COc1ccc(CCNC(=O)CSc2nc(-c3ccco3)cc(C(F)(F)F)n2)cc1OC
(31) COc1ccc(CN(C)Cc2nc3scc(-c4ccccc4)c3c(=O)[nH]2)cc1OC
(32) CC(SCCc1ccccn1)C(=O)O (stereo unspecified)
Compound,25,26,27,28,29,30,31,32
TNAP inh hiacc,-4,-1,-2,-5,-4,-6,3,-5
PMI activator,0.9,1,1.1,0.8,0.8,0.9,1,1
PMI act hi M6P,1,1.1,1.2,0.9,0.9,0.9,1,1
Diaph inh CS,14,21,-4,24,31,10,12,14
TNAP inh noacc,-16,-1,3,-8,-6,-9,-30,-14
TNAP act hiacc,1,1,1,1,1,1.1,1,1.1
bIAP activator,0.8,0.9,0.9,0.9,1,1,0.9,0.9
Diaph act CS,0.9,0.8,1,0.8,0.7,0.9,0.9,0.9
Lmaj promast,-14,30,22,20,-6,4,63*,-2
bIAP inhibitor,23,10,8,9,2,-2,7,7

(33) Nc1nc(SCc2ccc3c(c2)OCCO3)n[nH]1
(34) CCOc1ccc(N2C(=O)CC(Sc3nccc(C)n3)C2=O)cc1 (stereo unspecified)
(35) Cc1ccc(C(=O)Nc2nncs2)cc1S(=O)(=O)N1CCOCC1
(36) O=C(Nc1ccccc1C(=O)NCCN1CCOCC1)c1ccco1
(37) CN(C)/C=C/C(=O)c1ccc(C(F)(F)F)cc1F
(38) COc1cc(CNCc2c[nH]c3ccccc23)cc(OC)c1
(39) O=C(/C=C/c1ccc2ccccc2n1)N1CCN(c2ccccc2)CC1
(40) CCC(C)NC(=O)C(=O)NCc1ccccn1 (stereo unspecified)
Compound,33,34,35,36,37,38,39,40
TNAP inh hiacc,-2,-4,-2,-4,-8,-6,0,-7
PMI activator,1,0.9,0.8,1,0.9,1,1,1
PMI act hi M6P,1,1,1,1,1,1,0.9,1
Diaph inh CS,4,14,14,-7,16,2,22,11
TNAP inh noacc,-6,-12,-8,-9,-14,-34,-3,-7
TNAP act hiacc,1,1,1,1,1.1,1.1,1,1.1
bIAP activator,1.3,1,0.9,0.9,0.9,0.9,1.2,1
Diaph act CS,1,0.9,0.9,1.1,0.8,1,0.8,0.9
Lmaj promast,-4,-1,-5,-7,1,42,6,-1
bIAP inhibitor,-27,-1,5,9,12,5,-22,3

(41) S=C(c1nc2ccccc2[nH]1)N1CCOCC1
(42) COc1cc2c(cc1O)C(Cc1ccc(O)cc1)NCC2 (stereo unspecified)
(43) Cc1cccc(NC(=O)c2cc3cc([N+](=O)[O-])ccc3s2)n1
(44) Cc1noc(C(=O)NCc2cccnc2)c1Cl
(45) O=C1N=C(N2CCN(c3cccc4ccccc34)CC2)S/C1=C/c1cccs1
(46) Cc1sc2ncnc(SCC(=O)NCC(C)C)c2c1C
(47) CCOC(=O)Nc1ccc(Cc2ccncc2)cc1
(48) COc1ccc(-c2cc(C3CCN(C(=O)OC(C)(C)C)CC3)[nH]n2)cc1
(49) Clc1ccc(-n2ncc3c(NCc4ccco4)ncnc32)cc1
(50) CC(C)(O)C#Cc1ncc(C(F)(F)F)cc1Cl
(51) CCOc1cc2[nH]c(=S)n(CCOC)c(=O)c2cc1OCC
Compound,41,42,43,44,45,46,47,48,49,50,51
TNAP inh hiacc,-1,4,-3,-6,-2,-7,-2,-5,-7,-7,2
PMI activator,1,1,1.2,1,0.8,1.1,1,0.9,1.2,1,1
PMI act hi M6P,1.1,0.9,1.1,0.9,0.8,1.1,1,0.9,1.2,1.1,1
Diaph inh CS,5,4,-9,11,23,6,8,22,3,2,6
TNAP inh noacc,-22,-2,-6,-10,-15,-5,-1,40,-6,-11,-5
TNAP act hiacc,1,1,1,1.1,1,1.1,1,1.1,1.1,1.1,1
bIAP activator,0.8,1,1.1,1,0.9,0.8,1,0.9,1.1,0.9,1
Diaph act CS,0.9,1,1.1,0.9,0.8,0.9,0.9,0.8,1,1,0.9
Lmaj promast,-4,1,4,-10,23,2,-2,10,1,-4,17
bIAP inhibitor,18,-4,-7,4,11,21,-4,9,-7,10,4

# Exported field by field: 3 of the compounds above.
41) S=C(c1nc2ccccc2[nH]1)N1CCOCC1
- TNAP inh hiacc: -1
- PMI activator: 1
- PMI act hi M6P: 1.1
- Diaph inh CS: 5
- TNAP inh noacc: -22
- TNAP act hiacc: 1
- bIAP activator: 0.8
- Diaph act CS: 0.9
- Lmaj promast: -4
- bIAP inhibitor: 18
42) COc1cc2c(cc1O)C(Cc1ccc(O)cc1)NCC2 (stereo unspecified)
- TNAP inh hiacc: 4
- PMI activator: 1
- PMI act hi M6P: 0.9
- Diaph inh CS: 4
- TNAP inh noacc: -2
- TNAP act hiacc: 1
- bIAP activator: 1
- Diaph act CS: 1
- Lmaj promast: 1
- bIAP inhibitor: -4
43) Cc1cccc(NC(=O)c2cc3cc([N+](=O)[O-])ccc3s2)n1
- TNAP inh hiacc: -3
- PMI activator: 1.2
- PMI act hi M6P: 1.1
- Diaph inh CS: -9
- TNAP inh noacc: -6
- TNAP act hiacc: 1
- bIAP activator: 1.1
- Diaph act CS: 1.1
- Lmaj promast: 4
- bIAP inhibitor: -7
